BoNT-F LC inh: inhibitors of Botulinum neurotoxin F light chain protease | Multiplex microsphere protease cleavage assay, flow cytometry | inhibition, % at 10 µM | 0.22% of 360,000 active; in the data active = inhibition above about 35%, passing the limit was not always enough; inconclusive = no clear call, values can overlap the other calls; also: plate controls were buffer without enzyme for full effect and enzyme alone for no effect
MazEF act: increases E. coli MazEF RNase cleavage of RNA. AID 504720. 0.32% of 350,000 active. P0AE70. FAM/BHQ RNA-DNA oligo cleavage fluorescence, 5 h. activation, % at 20 µM; in the data active = activation above about 50%
Target sequence (P0AE70 whole entry, looked up): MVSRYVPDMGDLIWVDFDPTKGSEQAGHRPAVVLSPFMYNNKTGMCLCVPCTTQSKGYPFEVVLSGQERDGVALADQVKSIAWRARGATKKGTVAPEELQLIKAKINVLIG
BioA inh: blocks M. tuberculosis BioA enzyme activity; inhibition, % at 9.99 µM; purified M. tuberculosis BioA enzyme, plate reader; AID 602481; 0.096% of 360,000 active; in the data active = inhibition above about 40%; inconclusive = no clear call, values can overlap the other calls
UGM FP inh: Mtb UDP-galactopyranose mutase inhibition; purified UGM, fluorescence polarization probe displacement; 0.06% of 320,000 active; AID 504406; P9WIQ1; inhibition, % at 10 µM; in the data active = inhibition above about 10%, passing the limit was not always enough; inconclusive = no clear call, values can overlap the other calls
PrPC TRFRET: inhibitors of human cell surface prion protein PrPC; P04156; inhibition, % at 13.8 µM; 0.43% of 370,000 active; TR-FRET read-out; AID 720596; in the data active = inhibition above about 24%; also: 0% = median of the test wells and 100% = reference compound wells
FadD28 binding: blocks FadD28 binding to the bisubstrate probe. fluorescence polarization. inhibition, % at 12.5 µM. 0.22% of 360,000 active. AID 588549; in the data active = inhibition above about 8.5%, passing the limit was not always enough; inconclusive = no clear call, values can overlap the other calls
Rv3671c inh: inhibitors of M. tuberculosis serine protease Rv3671c | 0.048% of 320,000 active | inhibition, % at 5.96 µM; in the data active = inhibition above about 38%;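 also: extracellular domain of Rv3671c used as enzyme; 0% = enzyme with DMSO and 100% = no enzyme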
Target sequence (P9WHR9 whole entry, looked up, the tested form may be a part): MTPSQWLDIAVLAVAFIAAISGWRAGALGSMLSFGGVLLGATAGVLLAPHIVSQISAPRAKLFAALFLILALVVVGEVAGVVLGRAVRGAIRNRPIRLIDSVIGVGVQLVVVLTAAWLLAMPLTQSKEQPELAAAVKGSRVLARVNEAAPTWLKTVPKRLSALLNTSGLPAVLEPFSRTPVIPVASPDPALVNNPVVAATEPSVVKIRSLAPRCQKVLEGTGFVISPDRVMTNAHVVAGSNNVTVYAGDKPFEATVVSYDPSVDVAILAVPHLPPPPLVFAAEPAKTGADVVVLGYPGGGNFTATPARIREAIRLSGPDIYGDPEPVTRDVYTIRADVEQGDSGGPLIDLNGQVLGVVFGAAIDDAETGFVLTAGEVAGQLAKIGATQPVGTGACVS
GDH-TPI counter: counter-screen for M. tuberculosis FBA inhibitors: GDH-TPI coupled enzymes | 1.2% of 360,000 active | GDH-TPI coupled enzyme counterscreen, NADH absorbance | inhibition, % at 4.8 µM; in the data active = inhibition above about 30%;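 also: 0% = DMSO wells and 100% = wells lacking the enzyme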
FBA Mtb inh: Mtb fructose-bisphosphate aldolase inhibition | P9WQA3 | inhibition, % at 1 µM | purified M. tuberculosis FBA, fluorescence read-out | 2.3% of 360,000 active; in the data active = inhibition above about 27%;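 also: 0% = vehicle and 100% = reference inhibitor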
Target sequence (P9WQA3 whole entry, looked up): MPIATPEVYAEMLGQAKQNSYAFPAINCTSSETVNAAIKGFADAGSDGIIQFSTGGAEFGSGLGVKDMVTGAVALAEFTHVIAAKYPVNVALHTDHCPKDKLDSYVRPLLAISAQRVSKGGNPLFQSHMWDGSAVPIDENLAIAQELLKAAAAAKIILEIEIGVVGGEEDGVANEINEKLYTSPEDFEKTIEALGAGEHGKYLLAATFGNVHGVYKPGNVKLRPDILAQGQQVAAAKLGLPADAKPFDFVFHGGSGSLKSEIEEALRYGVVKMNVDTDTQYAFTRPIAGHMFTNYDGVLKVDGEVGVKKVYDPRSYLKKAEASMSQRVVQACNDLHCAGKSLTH
* = called active by the depositor; ? = inconclusive; nt = not tested or not shown; ! = not confirmed by another sample.

SMILES	BoNT-F LC inh	MazEF act	BioA inh	UGM FP inh	PrPC TRFRET	FadD28 binding	Rv3671c inh	GDH-TPI counter	FBA Mtb inh
CN(C(=O)CSc1nnc(-c2ccncc2)n1-c1ccccc1)C1CCS(=O)(=O)C1 (stereo unspecified)	-5	3	-0.9	-0.3	-7	-0.6	-4	16	2
O=C(Nc1cccc(F)c1)c1ccc2ncsc2c1	?	11	20	1.3	nt	-4.2	-5	-3	2
N=C1c2ccccc2CN1NC(=O)c1cccc(S(=O)(=O)N2CCCC2)c1	-6	-1	-0.2	0.9	-1	-3.5	-2	-2	-6
O=C(Nc1cccc(-c2cnc3ccccc3n2)c1)c1ccncc1	-1	3	nt	0.1	1	-2.6	-13	8	-9
CCOC(=O)C1CCCN(C(=O)COc2ccc(N(C)S(=O)(=O)c3ccc(F)cc3)cc2)C1 (stereo unspecified)	6	2	1.6	1.7	5	-4.7	12	3	-1
COc1ccc(/C=C2\N=C(C(C)(C)C)OC2=O)c(OC)c1	-4	0	-2.1	-1.5	-3	-0.5	-1	14	0
CCCCn1nnnc1C(CCc1ccccc1)N1CCC(n2c(=O)[nH]c3ccccc32)CC1 (stereo unspecified)	9	nt	-1.5	nt	-4	0.4	nt	nt	4
Cc1cc(OC(C)C(=O)NCc2cccnc2)c2c(C)c(Cc3ccccc3)c(=O)oc2c1 (stereo unspecified)	3	15	-1.5	-0.9	-15	1.1	-9	20	19
O=C1CC(C(=O)N2CCOCC2)C2(CCCC2)O1 (stereo unspecified)	-5	6	-0.5	-1.5	5	-1.4	3	8	3
CCc1ccc(NC(=O)Nc2cccs2)cc1	2	0	-4.7	-1.2	17	1.2	11	7	-3
CCOc1ncccc1-c1nc(-c2cccs2)no1	-8	-4	-1.0	1.9	1	1.0	-4	5	1
C=CC[C@@H](CC(=O)NCCO)C(=O)N[C@@H](C)COC(=O)[C@H](CC=C)CC(=O)OC(C)(C)C	12	-1	-1.0	nt	9	-2.6	1	-2	-1
CCCCCCn1c(=O)n2n(c1=O)C[C@]1(OC(=O)NCc3ccccc3)CN(S(=O)(=O)c3ccc(C)cc3)C[C@]1(O)C2	-1	1	0.3	nt	-1	-3.9	nt	9	-2
COc1ccc(NC(=O)c2oc3ccccc3c2NC(=O)C(C)(C)C)cc1	-4	-6	-0.1	-0.3	2	-0.6	-6	8	-1
CCOC(=O)c1c[nH]c2c3c(ccc2c1=O)CCCC3	-8	5	-1.3	-0.6	-1	-5.6	-9	-11	-1
COc1ccc(CCN2CC(C(=O)NCc3ccc(F)cc3)CC2=O)cc1OC (stereo unspecified)	0	6	0.3	-3.0	4	-2.6	-2	-1	2
CC12CCC(C3NC(=S)NN=C31)C2(C)C (stereo unspecified)	0	7	-0.9	nt	-3	-3.2	nt	4	-2
O=C(Nc1cccc(N=Cc2cc(Cl)cc(Br)c2O)c1)c1ccco1	6	-8	nt	0.1	0	-0.8	-7	5	1
CC(C)c1csc(CN2CCN(CCc3ccccc3)C(CCO)C2)n1 (stereo unspecified)	1	-6	nt	-1.9	-5	-3.2	-1	-5	25
Clc1cccc(CNCCCSc2ncccn2)c1	?	15	1.9	-0.4	-9	-0.5	0	14	-1
O=C(O)CCn1c(C(=O)O)cc2sccc21	24	5	0.1	3.1	5	-0.2	6	16	2
c1ccc(-n2nnc(-c3cccnc3)n2)cc1	3	4	1.0	-3.0	3	-2.1	-3	13	1
CCC(C)(C)NC(=O)C(OC(=O)c1ccco1)c1ccc(OC)cc1 (stereo unspecified)	-3	16	-0.7	0.4	-1	-4.0	2	-1	0
O=C(Nc1cccc2ncccc12)c1cccc(F)c1	-4	-3	1.9	0.5	-6	0.1	4	2	1

A second format for some results above:
Molecule | BoNT-F LC inh | MazEF act | BioA inh | UGM FP inh | PrPC TRFRET | FadD28 binding | Rv3671c inh | GDH-TPI counter | FBA Mtb inh
CC12CCC(C3NC(=S)NN=C31)C2(C)C (stereo unspecified) | 0 | 7 | -0.9 | nt | -3 | -3.2 | nt | 4 | -2
O=C(Nc1cccc(N=Cc2cc(Cl)cc(Br)c2O)c1)c1ccco1 | 6 | -8 | nt | 0.1 | 0 | -0.8 | -7 | 5 | 1

(list continues)
SMILES	BoNT-F LC inh	MazEF act	BioA inh	UGM FP inh	PrPC TRFRET	FadD28 binding	Rv3671c inh	GDH-TPI counter	FBA Mtb inh
O=C(CCCCCN1C(=O)[C@@H]2Cc3ccccc3CN2C1=O)N[C@@H](Cc1ccc(O)cc1)C(=O)O	-8	-4	-1.5	3.8	1	-4.0	-6	-1	0
NS(=O)(=O)c1cccc(NC(=O)CSc2nnc(C3CC3)n2C2CC2)c1	-1	-6	-2.2	0.3	1	0.0	-1	3	3
CSc1ccccc1NC(=S)N/N=C/c1cccn1Cc1ccc(F)cc1	-6	1	nt	-0.8	9	0.5	4	4	-2
C=CCNC(=S)N1CCN(c2ccccc2Cl)CC1	?	2	nt	-1.5	3	-3.2	-3	8	1
CN(C)CCN1CCN(C2CN(CCc3ccccc3)S(=O)(=O)C2)CC1 (stereo unspecified)	-2	nt	-0.2	nt	5	-2.0	nt	nt	3
CN(C)C(=O)Oc1cccc(-c2cn3cc(Cl)ccc3n2)c1	-6	-4	nt	0.2	7	-1.9	-2	3	9
Cc1ccc(-c2ccc(=O)n(CC(=O)NCCN3CCCCC3C)n2)cc1 (stereo unspecified)	11	-1	-6.4	2.1	0	-0.8	4	6	7
O=C(Cc1ccccc1)NCC(=O)N/N=C/c1ccc([N+](=O)[O-])s1	1	10	-0.5	1.3	-50	1.3	-8	5	-3
O=C(CNC(=S)NC(=O)c1ccccc1Br)c1ccccc1	3	-2	nt	1.5	0	-3.5	-6	13	3
Brc1ccc(-c2nnc3ccc(N4CCN(c5ccccc5)CC4)nn23)cc1	8	-45	-2.2	0.4	nt	-1.0	4	6	-2
CC(=O)NC(CCS(C)(=O)=O)C(=O)Nc1cccc(C)c1 (stereo unspecified)	-3	7	-0.3	-0.9	6	0.4	9	10	1
O=C1CC(C(=O)O)(c2ccccc2)c2cccc(F)c21 (stereo unspecified)	-18	5	-1.0	0.9	1	0.0	1	-8	2
COc1ccc(-c2ccc3c(c2)S(=O)(=O)c2cccc(C(=O)NC4CCCCC4)c2C3=O)cc1OC	11	20	-1.1	0.4	nt	-1.1	-14	11	7
c1ccc2c(c1)ccc1[nH]c3c(c12)CCCC3	-7	18	-2.0	nt	-2	2.9	nt	11	43*
OC(CNC1Cc2ccccc2C1)c1ccccc1 (stereo unspecified)	36*	-2	-1.3	-1.5	nt	-1.0	8	0	4
Cc1ccc(C(=O)NN2C(=O)C3C(C2=O)C2C=CC3C23CC3)cc1 (stereo unspecified)	2	6	nt	-0.5	11	-0.3	4	3	-1
c1ccc(-c2nnnn2-c2ccccc2)cc1	-3	4	1.8	1.5	-5	-0.3	nt	6	4
COc1ccc(NC(=O)c2cc(C3CC3)on2)c(OC)c1	-3	-16	-4.9	-0.2	8	-0.3	-9	7	4
Cc1[nH]n(-c2ccccc2)c(=O)c1/C=N/O	11	-5	2.2	-0.3	1	-3.1	-13	8	-2
CCOC(=O)N1CCN(CCC(=O)Nc2ccc(OC)cc2OC)CC1	-15	8	-0.2	-0.9	0	-0.2	4	2	4
COc1ccc(S(=O)(=O)NC(CC(=O)N2CCC3(CC2)OCCO3)c2ccco2)cc1 (stereo unspecified)	-2	1	8.6	0.3	7	0.7	0	4	1
COc1ccc(NC(=O)CSc2nc3ccncc3[nH]2)c(OC)c1	-6	3	-3.7	2.9	14	-0.3	4	9	5
CC(C)(CO)Nc1nc(N2CCCC2)nc(N2CCCC2)n1	11	-1	nt	-1.5	-3	-1.6	2	-6	-3
O=C(Nc1cccnc1)c1cc(-c2ccc(Br)cc2)nc2ccccc12	-4	-4	0.1	-1.8	-7	-1.3	-42	7	-1
O=C(CCNC(=O)c1ccc(Br)cc1)Nc1ncccc1O	-5	2	-0.8	0.1	0	-0.8	8	2	-2
COc1ccc(CCN2CC(C(=O)N(C)CC(=O)Nc3cccc(F)c3)CC2=O)cc1OC (stereo unspecified)	-8	-1	-1.9	-1.1	-4	-1.3	7	6	4
CCCCN(C(=O)c1ccc(N2C(=O)c3ccccc3C2=O)cc1)c1c(N)n(CC(C)C)c(=O)[nH]c1=O	3	-17	-0.2	nt	2	-2.6	nt	0	0
CC(C)CC(=O)Nc1ccc(S(=O)(=O)Nc2nccs2)cc1	-2	9	0.4	-0.8	2	0.6	-6	5	0
O=C(OCc1nc2ccccc2[n+]([O-])c1C(=O)c1ccccc1)c1ccco1	?	8	nt	4.9	-20	-3.0	-7	-9	2
CCCCn1c(SCC(=O)NCc2ccco2)nc2ccccc2c1=O	nt	-8	1.6	0.7	-3	-3.5	4	3	1
Cn1cc(CN2CCC(n3nccc3NC(=O)CCc3ccccc3)CC2)cn1	3	5	0.3	-2.7	2	-3.5	nt	-11	0
CC(C)(C)c1cc(C2=CSC3=NCCN23)cc(C(C)(C)C)c1O	-47	22	-0.9	-1.9	nt	-7.3	-14	3	0
OCCN1CCOCCOCCN(CCO)CCN(CCO)CC1	-5	-1	-1.9	-2.0	-2	-1.0	3	-6	0
O=C(CSc1nc2ccccc2[nH]1)Nc1c(F)c(F)c(F)c(F)c1F	-3	-4	nt	-0.6	3	-3.9	7	6	0
ONC(=NCc1ccccc1)c1ccccc1	-3	4	nt	nt	-1	-4.2	nt	-8	-1
CCOCCCn1cnc2c([nH]c3cc(OC)ccc32)c1=O	-4	10	nt	0.7	2	0.2	2	9	2
c1ccc(CN2CCN(c3nc4ccccc4s3)CC2)cc1	-28	-6	0.6	-0.1	-7	0.5	1	7	2
COc1cc(C(=O)NNC(=O)CCOc2cccc(Br)c2)cc(OC)c1OC	0	4	-0.4	1.4	2	-0.1	7	-2	0
Cc1ccccc1-n1c(O)c(/C=N/N2CCOCC2)c(=O)[nH]c1=S	-6	-3	-0.1	0.7	-6	-1.4	-15	10	0
CCCS(=O)(=O)N1CCN(Cc2ccccc2[N+](=O)[O-])CC1	-4	7	nt	-1.1	-5	-2.5	3	0	1
O=C(N/N=C/c1ccccc1OC(=O)c1ccc2c(c1)OCO2)c1ccccc1	-4	16	nt	nt	-3	-5.3	-15	-4	-2
CC1(C)Cc2c(c(N3CCOCC3)nc3sc4c(=O)[nH]cnc4c23)CS1	?	9	1.7	-1.1	10	-5.7	-2	11	5
CC(c1ccccc1)n1cc(C(=O)NCCN2CCOCC2)nn1 (stereo unspecified)	3	4	-1.2	4.5	0	-1.0	-11	-4	0
O=C(N/C(=C/c1cccnc1)C(=O)N1CCCCCC1)c1cccc(Br)c1	-5	1	4.8	3.8	-4	-1.4	-1	1	-3
Cc1ccccc1NC(=S)N1CCN(C(=O)c2ccco2)CC1	0	2	nt	1.0	-4	-3.7	0	-3	-2
Cc1ccc(CN(C)S(=O)(=O)c2c(C)noc2/C=C/N(C)C)cc1	0	5	0.4	-0.5	5	-1.5	4	27	2
CN(NC(=O)C(=O)NCc1ccco1)C(=O)Nc1ccc(Cl)cc1	-8	nt	nt	nt	8	-1.7	nt	nt	2
O=C(O)CC/C(=N\NC(=O)c1ccccc1Br)c1ccccc1	-1	-2	nt	-0.7	-3	-0.7	-1	2	5
C/C(CC(=O)Nc1ccc([N+](=O)[O-])cc1)=N\NC(=O)c1ccccc1[N+](=O)[O-]	2	-1	-1.4	-0.3	-12	-2.7	2	18	-3
COC(=O)C1=C(Nc2ccc(C)cc2)C=C(C)C(C(=O)OC)C1c1cccc(OC)c1 (stereo unspecified)	4	-2	-2.1	-4.1	10	-2.6	4	3	0
CCC(CO)Oc1cc(NC(=O)c2cccc(F)c2)c2ncn(C(C)C)c2c1 (stereo unspecified)	10	7	68*!	0.1	1	0.0	4	5	0
C/C=C/c1ccc(OCC(=O)N2CCc3cc(OC)c(OC)cc3C2)c(OC)c1	19	-20	1.6	-1.6	-9	-1.0	-1	-1	-1

4 entries picked at random from the list so far:
SMILES	BoNT-F LC inh	MazEF act	BioA inh	UGM FP inh	PrPC TRFRET	FadD28 binding	Rv3671c inh	GDH-TPI counter	FBA Mtb inh
C/C(CC(=O)Nc1ccc([N+](=O)[O-])cc1)=N\NC(=O)c1ccccc1[N+](=O)[O-]	2	-1	-1.4	-0.3	-12	-2.7	2	18	-3
CCC(CO)Oc1cc(NC(=O)c2cccc(F)c2)c2ncn(C(C)C)c2c1 (stereo unspecified)	10	7	68*!	0.1	1	0.0	4	5	0
COC(=O)C1=C(Nc2ccc(C)cc2)C=C(C)C(C(=O)OC)C1c1cccc(OC)c1 (stereo unspecified)	4	-2	-2.1	-4.1	10	-2.6	4	3	0
C/C=C/c1ccc(OCC(=O)N2CCc3cc(OC)c(OC)cc3C2)c(OC)c1	19	-20	1.6	-1.6	-9	-1.0	-1	-1	-1

Screening data as filed in PubChem.
